RmlCD inh mix – inhibitors of RmlC and RmlD coupled enzymes | RmlC/RmlD coupled enzyme inhibition, 384-well mixture HTS | inhibition, % at 5.5 µM | 110,000 compounds, 0.39% hits | AID 1532; in the data active = inhibition above about 30%, passing the limit was not always enough; note: strong numbers were not always called active
RT RNaseH block – inhibitors of HIV-1 reverse transcriptase RNase H; P04585; RT-RNase H RNA/DNA duplex cleavage, fluorescence; inhibition, % at 10 µM; 65,000 compounds, 1.9% hits; AID 565; in the data active = inhibition above about 50%
An asterisk follows results filed as active; · = no result given. This is a subset; count on the stated rates, not on these rows.

Each structure is followed by: RmlCD inh mix, RT RNaseH block
> COc1cccc(CNC(=O)Cn2nc(-c3ccc(Cl)cc3)ccc2=O)c1
  3, ·
> COc1ccc(C2C(CC(=O)O)=C(O)C(=O)N2c2ccccc2)cc1 (stereo unspecified)
  166, -8
> CCOc1ccc(-c2cc(CCCC(=O)NCc3ccco3)no2)cc1
  5, -6
> COc1ccc(C(c2nnnn2C2CCCC2)N2CCC(C)CC2)cc1 (stereo unspecified)
  12, -1
> Cc1cc(C)cc(OCC(=O)N2CCCCCC2)c1
  -11, -45
> Cc1ccc(C(=O)N2CCN(c3cc4c(cc3[N+](=O)[O-])n(C)c(=O)n4C)CC2)cc1
  11, ·
> Cc1ccc(-c2nnc(Cc3ccc(Cl)cc3)o2)cc1
  3, ·
> COc1ccc(-c2cc(C(=O)NCC(C)C)no2)cc1
  -12, -5
> CC(C)C(c1nnnn1CC1CCCO1)N1CCN(Cc2ccc3c(c2)OCO3)CC1 (stereo unspecified)
  13, -1
> Cc1cccc(N(CC(O)CON=C2c3ccccc3-c3ccccc32)S(C)(=O)=O)c1 (stereo unspecified)
  -2, ·
> COc1ccc(OCc2n[nH]c(=S)o2)cc1
  -8, ·
> COC(=O)CSc1nnc(C2COc3ccccc3O2)n1-c1ccccc1 (stereo unspecified)
  -12, -21
> COc1cc(C2C(C(C)=O)=C(O)C(=O)N2c2ccc(C)cc2)ccc1O (stereo unspecified)
  17, ·
> CCOC(=O)c1c(C)nc2c(C#N)cnn2c1C
  8, -7
> CCN1C(=O)CC(NCc2ccc3c(c2)OCO3)C1=O (stereo unspecified)
  1, ·
> Cc1cc(C)nc(N2CCC(CNC(=O)CCc3ccccc3)CC2)n1
  7, 2
> C[N+]1(CCOS(=O)C23CC4CC(CC(C4)C2)C3)CCOCC1 (stereo unspecified)
  -16, -15
> O=C(CSc1cn(CCNC(=O)c2cccs2)c2ccccc12)NC1CCCC1
  -8, ·
> COc1ccc(-c2ccc(=O)[nH]n2)cc1
  6, 4
> Cc1ccc(C)c(S(=O)(=O)N2CCC(c3nc4c(nnn4Cc4ccc(F)cc4)c(=O)[nH]3)CC2)c1
  4, 0
> CCOc1ccccc1C(=O)Nc1ccccc1O
  8, -7
> O=C(CSc1nc(-c2ccccc2)cc(=O)[nH]1)Nc1ccccn1
  19, 0
> Cc1ccc(SCc2cn3cccnc3n2)cc1
  -2, ·
> Cc1nc2cc(C(F)(F)F)ccc2n1C1CCN(Cc2nnnn2Cc2cccs2)CC1
  8, -15
> CCCN(CCC)S(=O)(=O)c1ccc(C(=O)NCc2ccc3c(c2)OCO3)cc1
  1, -1
> CCCCN(CC)C(=O)C1CCC(=O)N(c2ccc(OC)cc2)C1c1ccc(OC)c(OC)c1 (stereo unspecified)
  ·, -4
> COc1cc(-c2nnc(SCC(=O)Nc3cc(C)on3)n2C)cc(OC)c1O
  6, 7
> Cc1ccc(COCC(CC(C)C)N2CCN(C(=O)c3cccc(C(F)(F)F)c3)CCC2=O)cc1 (stereo unspecified)
  -14, ·
> Cn1cnc2cc(NS(=O)(=O)c3ccc(Br)cc3)ccc21
  -14, -9
> COc1cccc(C(=O)c2c[nH]c(C(=O)NCc3ccco3)c2)c1
  11, ·

An excerpt taken from the entries so far:
Each structure is followed by: RmlCD inh mix, RT RNaseH block
> COc1cccc(CNC(=O)Cn2nc(-c3ccc(Cl)cc3)ccc2=O)c1
  3, ·
> COc1ccc(C2C(CC(=O)O)=C(O)C(=O)N2c2ccccc2)cc1 (stereo unspecified)
  166, -8

Whole records from above.
`COC(=O)CSc1nnc(C2COc3ccccc3O2)n1-c1ccccc1` (stereo unspecified) across the screens: RmlCD inh mix = -12; RT RNaseH block = -21
`Cc1ccc(COCC(CC(C)C)N2CCN(C(=O)c3cccc(C(F)(F)F)c3)CCC2=O)cc1` (stereo unspecified) across the screens: RmlCD inh mix = -14; RT RNaseH block = ·
`COc1cc(C2C(C(C)=O)=C(O)C(=O)N2c2ccc(C)cc2)ccc1O` (stereo unspecified) across the screens: RmlCD inh mix = 17; RT RNaseH block = ·

(more compounds)
Each structure is followed by: RmlCD inh mix, RT RNaseH block
> Cc1ccc(Oc2ccc(Cl)cc2NC(=O)c2cnccn2)cc1
  -8, ·
> CCN(CC)C(=O)CN(c1cccc(C(F)(F)F)c1)S(C)(=O)=O
  -7, ·
> O=S(=O)(NCC1CCCO1)c1cc(Cl)ccc1Cl (stereo unspecified)
  -78, ·
> FC(F)(F)COc1nc(N2CCOCC2)nc(N(c2ccccc2)c2ccccc2)n1
  -3, ·
> CCc1nnc(NC(=O)CSc2nnc(C)n2CC2CCCO2)s1 (stereo unspecified)
  -7, -77
> Cc1ccccc1N1CCN(Cc2cccc(C(=O)O)c2)CC1
  -10, -2
> O=C(CCCOc1ccccc1)Nc1cccnc1
  -15, ·
> N#Cc1cccc(NC(=O)Nc2cccs2)c1
  -7, -20
> COc1cc2c(cc1OC)/C(=C/C#N)NC(C)(C)C2
  13, -11
> Cc1ccc(C)c(NS(=O)(=O)c2cc(C(N)=O)ccc2C)c1
  4, -26
> O=C(/C=C/c1ccc(O)c(O)c1)OCCc1ccccc1
  -7, ·
> CCOC(=O)CN1C(=O)N[C@@H](c2cccc(F)c2)C(C(=O)OC)=C1C
  4, ·
> Cc1cc(N2CCN(C(=O)c3ccco3)CC2)n2ncc(-c3ccccc3)c2n1
  -31, -18
> Cc1ccc(NC(=O)Cn2cccc2)cc1Cl
  -28, -5
> CCCCC(CC)C(=O)Nc1ccc(Cl)cn1 (stereo unspecified)
  91, -8
> CCCc1cc(=O)oc2cc(OCC(=O)Nc3ccc4c(c3)OCCO4)ccc12
  -8, ·
> O=C(Nc1ccccn1)c1cccc(S(=O)(=O)N2CCOCC2)c1
  9, 3
> CCOC(=O)c1oc2c(O)c(O)ccc2c(=O)c1-c1nncn1-c1ccccc1
  -12, 3
> O=C(CN(C(=O)CCC(=O)Nc1nccs1)c1ccc(F)cc1)NCC1CCCO1 (stereo unspecified)
  -11, 4
> COCN(C#N)c1nc(OC)nc(OC)n1
  -11, 6
> O=C(NC1CC1)C1=C[C@@H](c2csc3ccccc23)C[C@@H](OCc2ccc(CO)cc2)O1
  -3, ·
> COC(=O)C1=C(C)N(C)C(=O)NC1c1cc(Cl)c(O)c(OC)c1 (stereo unspecified)
  5, ·
> CCOC(=O)C(Cc1c[nH]c2ccccc12)NC(=O)c1ccco1 (stereo unspecified)
  5, -4
> CCN1CCN(c2oc(COc3ccc(-c4ccccc4)cc3)nc2C#N)CC1
  8, -23
> CC(=O)N(C)c1ccc(NC(=S)Nc2ccccc2)cc1
  -12, ·
> O=C1CC(Sc2nnnn2-c2ccccc2)C(=O)N1c1cccc(Cl)c1 (stereo unspecified)
  -11, ·
> O=C(NCc1ccccc1)C1COc2ccccc2O1 (stereo unspecified)
  -7, ·
> Cc1cc2c(cc1C)/C(=C\C(N)=O)NC(C)(C)C2
  -12, -4
> COc1ccc(NC(=O)CSc2nc(N)c3cc4c(nc3n2)CCCC4)c(OC)c1
  -7, ·
> CCOCC(=O)Nc1nnc(Cc2ccc(OC)cc2)s1
  6, ·
> CC(OC(=O)c1cc2sccc2n1C)C(=O)NCc1ccc(F)cc1 (stereo unspecified)
  3, ·
> COc1ccc2nc(Nc3nc(CSc4nnnn4-c4ccccc4)cc(=O)[nH]3)nc(C)c2c1
  7, ·
> O=C(c1ccc2c(c1)OCCO2)N1CCN(Cc2ccccc2)CC1
  -3, ·
> CN1CCN(CC(=O)Nc2ccc(Cl)cc2C(=O)c2ccccc2)CC1
  -7, -8
> CCN1C(=O)CC(N2CCN(c3ccc(Cl)cc3)CC2)C1=O (stereo unspecified)
  -1, -13
> O=C(CSc1nnc(-c2cccc(S(=O)(=O)N3CCCCC3)c2)o1)NCCC1=CCCCC1
  4, 23
> O=C(Cc1ccccc1)OCn1nnc2ccccc2c1=O
  -4, -29
> O=C(COC(=O)CCCNC(=O)c1ccc(Cl)cc1)NC1CC1
  2, -7
> c1ccc2oc(N3CCNCC3)nc2c1
  0, 0
> O=C1CC(c2c[nH]c3ccccc23)C(=O)N1c1ccccc1 (stereo unspecified)
  13, ·
> COc1ccccc1C(=O)Nn1cnc2ccccc2c1=O
  6, 2
> CC(C)(C)C1CCC(=NNS(=O)(=O)c2ccc(Br)cc2)CC1 (stereo unspecified)
  -9, ·
> CN(C)c1ccc(C(=O)C(O)c2ccccc2)cc1 (stereo unspecified)
  1, ·
> COc1ccc(OC)c(NC(=O)C23CC4CC(C2)CC(n2cnc(Br)n2)(C4)C3)c1
  -5, ·
> Cc1cc(NC(=O)c2c(-c3ccccc3Cl)noc2C)no1
  12, 0
> CCOc1nc(NCc2ccco2)nc(Nc2ccc(OC)cc2)n1
  -12, -28
> CCCc1[nH]nc2c1C(c1ccncc1)C(C#N)=C(N)O2 (stereo unspecified)
  -2, -17
> COCCN1C(=O)C(=O)/C(=C(/O)c2cccc(OC)c2)C1c1ccco1 (stereo unspecified)
  2, -2
> Cc1nnc(SCCn2c(Br)nc3c2c(=O)n(C)c(=O)n3C)s1
  3, -3
> O=C(c1cc(-c2ccc(Cl)cc2)n(-c2cc(Cl)ccc2Cl)n1)N1CCOCC1
  10, ·
> CCCNCC1COc2ccccc2O1 (stereo unspecified)
  4, ·
> Clc1ccc(/C=N/c2c(-c3ccc(Cl)cc3)nc3n2CCS3)cc1
  -7, ·
> COc1ccc(N(CC(=O)Nc2nccs2)S(=O)(=O)c2c(C)nn(C)c2C)cc1
  4, -9
> CCOC(=O)c1c(N)sc(C(O)(C(F)(F)F)C(F)(F)F)c1-c1ccccc1
  -11, ·
> CC1(C)CC(CC(=O)O)(c2ccc(F)cc2)CCO1 (stereo unspecified)
  9, ·
> Clc1cccc(Cl)c1CSc1nnc(CN2CCOCC2)n1-c1ccccc1
  -10, ·
> CCCC(=O)NCc1nc2ccccc2n1C
  8, -7
> Cn1c(=O)c2c(nc(NCc3cccnc3)n2Cc2cccc(C(F)(F)F)c2)n(C)c1=O
  5, 1
> COc1cccc(OC)c1OCc1cc(C2C3CCCC=C3C(C#N)=C(N)C2(C#N)C#N)c(C)cc1C (stereo unspecified)
  -15, ·
> COc1cc(C2C3C(=O)N(c4ccccc4)C(=O)C3ON2c2ccccc2)ccc1O (stereo unspecified)
  5, -6

Filtered by structure, those above containing two or more sulfur atoms
Each structure is followed by: RmlCD inh mix, RT RNaseH block
> O=C(CSc1cn(CCNC(=O)c2cccs2)c2ccccc12)NC1CCCC1
  -8, ·
> CCc1nnc(NC(=O)CSc2nnc(C)n2CC2CCCO2)s1 (stereo unspecified)
  -7, -77
> O=C(CSc1nnc(-c2cccc(S(=O)(=O)N3CCCCC3)c2)o1)NCCC1=CCCCC1
  4, 23
> Cc1nnc(SCCn2c(Br)nc3c2c(=O)n(C)c(=O)n3C)s1
  3, -3
> COc1ccc(N(CC(=O)Nc2nccs2)S(=O)(=O)c2c(C)nn(C)c2C)cc1
  4, -9

The list goes on:
Each structure is followed by: RmlCD inh mix, RT RNaseH block
> Cc1ccccc1OCC(=O)Nc1ccc2c(c1)COC2=O
  2, 2
> CC(C)n1cc(C(=O)N(CC(=O)NC2CCCC2)Cc2ccccc2)cn1
  3, 3
> CCN(C(=O)CSc1nnnn1-c1cc(C)ccc1OC)C1CCS(=O)(=O)C1 (stereo unspecified)
  9, -18
> CCOC(=O)c1ccc(N2C(=O)CC(N(Cc3ccc4c(c3)OCO4)C(=O)Nc3ccccc3)C2=O)cc1 (stereo unspecified)
  7, ·
> O=C1C2C3C=CC([C@@H]2C(=O)N1Cc1cccnc1)C31CC1 (stereo partly specified)
  -3, ·
> COc1ccc(O)c(C(=O)c2cnc3onc(C)c3c2)c1
  2, 6
> CN(C)c1oc(-c2ccccc2Cl)nc1P(=O)(c1ccccc1)c1ccccc1
  0, ·
> CC(CCc1ccco1)NC(=O)c1cc2c(-c3ccccc3F)nn(C)c2s1 (stereo unspecified)
  9, -20
> N#Cc1cc(-c2ccc(Cl)cc2)cn(Cc2c(Cl)cccc2Cl)c1=O
  -27, ·
> N#Cc1c(-c2ccccc2)c(-c2ccccc2)n(Cc2ccco2)c1NC(=O)c1cccs1
  -12, ·
> COC(=O)c1c(C)nn(-c2ccccc2)c1N
  ·, -5
> O=C(COc1ccc2ccccc2c1)NCCn1ccc2ccccc21
  8, ·
> O=C(O)C[C@H]1c2cc(F)ccc2S(=O)(=O)N1Cc1ccccc1
  -19, ·
> Oc1ccc2ccccc2c1C1Nc2cccc3cccc(c23)N1
  7, ·
> COc1ccc(-c2[nH]nc3c2C(c2ccncc2)C(C#N)=C(N)O3)cc1 (stereo unspecified)
  -8, -37
> Cc1nccn1S(=O)(=O)c1ccc(Br)cc1Br
  13, -4
> CC1=C(C(=O)OCC2CCCO2)C(c2ccc(C)o2)C2=C(CC(c3ccc(F)cc3)CC2=O)N1 (stereo unspecified)
  7, 17
> Cn1c(N2CCCCC2)cc(=O)n(C)c1=O
  -8, ·
> Nc1nnc(-c2cn(-c3ccccc3)nc2-c2ccccc2)o1
  2, -18
> CSc1nc(NC(C)(C)C)nc(N2CCOCC2)n1
  3, -15
> CCC(=O)N1c2ccccc2NC2=C(C(=O)CCC2)C1c1cccnc1 (stereo unspecified)
  -16, -7
> CN1CCC(N(C)c2nc(-c3ccccc3)nc3ccccc23)CC1
  7, -30
> O=S(=O)(NCCc1ccccc1)c1ccccc1
  -11, ·
> O=C(Nc1c(F)cc(F)cc1Br)C1CCCO1 (stereo unspecified)
  -1, 2
> c1c(C2CCCCC2)n[nH]c1CN1CCCCC1
  22, 0
> Cc1ccc(CN2CCN(/N=C/c3ccco3)CC2)c(C)c1
  1, ·
> COC(=O)C1=C(C)N=C2SC(C)C(=O)N2C1c1cccs1 (stereo unspecified)
  -6, 3
> O=C(NCCc1c[nH]c2ccccc12)c1ccc(-n2cnnn2)cc1
  6, -10
> COC(=O)Nc1sc2nc(C)cc(C)c2c1-n1cccc1
  -12, ·
> CC(=O)Nc1ccc(NC(=O)C(C)OC(=O)CN(C)S(=O)(=O)c2ccc(Cl)cc2)cc1 (stereo unspecified)
  2, ·
> CC(Oc1ccc(Cl)cc1Cl)C(=O)N/N=C1\CCCc2ccccc21 (stereo unspecified)
  0, ·

Screening data: PubChem, several laboratories
